# Diaphorase act: counter-screen for diaphorase-based assays: diaphorase activators and chemical reducers. AID 1229. hit rate 0.005% among 190,000. Diaphorase/resazurin coupled assay, resorufin fluorescence, 16 min; active compounds read high; 1 = vehicle wells, 0 = NADH-free wells. activation factor at 20 µM;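 active = diaphorase activity raised at least twofold by the compound at 20 µM; inactive = activation factor below 2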
#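 Material: Clostridium kluyveri diaphorase, purified enzyme; Quantity: enzyme 0.07 U/mL final; Medium: HEPES pH 7.4 buffer with MgCl2 and Tween 20; Dosing: single compound dose of 20 µM, 1% DMSO final; Schedule: 16 min reaction at room temperature; Measured by: red resorufin fluorescence at 544/590 nm excitation/emission.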
# APP 5'UTR act: APP 5'UTR luciferase reporter activation; activation, % at 2 µM; hit rate 1% among 190,000; SH-SY5Y APP 5'UTR luciferase reporter, luminescence; zero percent = DMSO vehicle wells; AID 1276;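 active = activation above a set limit, based on mean plus 3 SD of controls, cut at about 140% in these data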; note: values of inactives mirror those of a sister screen read the other way
# FLuc stim CS: firefly luciferase counter-screen for stimulation assays; P08659; ATPlite luciferase biochemical, luminescence, 10 min; 0 = ATP-free wells, 1 = DMSO control; activation factor at 10 µM; 200,000 tested, under 10 active; AID 1027;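 active = luciferase activation factor, scaled between plate controls, of at least 2 with compound at 10 µM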
#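 Assay system: Luciferase/luciferin reagent mix; Medium: PBS as buffer for the ATP substrate; Dosing: test compounds dosed from 2 mM stocks in 100% DMSO; Times: 10 min, room temperature; Signal: luminescence from luciferase reaction; Read-out: luciferase activation; Controls: No-ATP low control, compound-free enzyme-plus-ATP high control.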
# TLR4-MyD88 BLA: blocks binding of human TLR4 to MyD88; O00206+Q99836; HeLa CL3-4 TLR4/MyD88 BLA complementation, FRET ratio; hit rate 0.18% among 200,000; inhibition, % at 8.4 µM; in the data active = inhibition above about 25%;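 note: 0% = vehicle and 100% = reference inhibitor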
# Target sequence (O00206 whole entry, looked up): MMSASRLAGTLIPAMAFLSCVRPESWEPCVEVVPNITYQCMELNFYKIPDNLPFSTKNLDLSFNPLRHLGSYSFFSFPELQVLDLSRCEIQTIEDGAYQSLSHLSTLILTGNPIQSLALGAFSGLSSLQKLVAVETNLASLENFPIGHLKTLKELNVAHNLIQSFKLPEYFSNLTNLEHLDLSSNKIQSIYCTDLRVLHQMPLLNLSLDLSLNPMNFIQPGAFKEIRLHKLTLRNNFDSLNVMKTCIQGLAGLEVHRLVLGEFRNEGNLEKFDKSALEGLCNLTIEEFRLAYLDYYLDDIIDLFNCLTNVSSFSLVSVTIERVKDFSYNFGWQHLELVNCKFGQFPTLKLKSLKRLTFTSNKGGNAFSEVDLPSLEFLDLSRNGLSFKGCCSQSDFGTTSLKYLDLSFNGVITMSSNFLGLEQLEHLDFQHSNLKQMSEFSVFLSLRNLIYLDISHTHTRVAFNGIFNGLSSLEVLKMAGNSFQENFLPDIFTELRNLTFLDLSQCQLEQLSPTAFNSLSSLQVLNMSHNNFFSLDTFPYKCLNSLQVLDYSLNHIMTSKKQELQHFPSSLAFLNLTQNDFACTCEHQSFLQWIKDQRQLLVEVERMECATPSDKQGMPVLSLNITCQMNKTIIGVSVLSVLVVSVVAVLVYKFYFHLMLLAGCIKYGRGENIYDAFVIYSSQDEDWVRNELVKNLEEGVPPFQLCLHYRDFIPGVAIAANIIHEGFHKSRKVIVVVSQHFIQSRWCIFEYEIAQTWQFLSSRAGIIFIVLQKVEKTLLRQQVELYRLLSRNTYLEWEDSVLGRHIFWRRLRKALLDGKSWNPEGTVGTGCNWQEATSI
# Target sequence (Q99836 whole entry, looked up): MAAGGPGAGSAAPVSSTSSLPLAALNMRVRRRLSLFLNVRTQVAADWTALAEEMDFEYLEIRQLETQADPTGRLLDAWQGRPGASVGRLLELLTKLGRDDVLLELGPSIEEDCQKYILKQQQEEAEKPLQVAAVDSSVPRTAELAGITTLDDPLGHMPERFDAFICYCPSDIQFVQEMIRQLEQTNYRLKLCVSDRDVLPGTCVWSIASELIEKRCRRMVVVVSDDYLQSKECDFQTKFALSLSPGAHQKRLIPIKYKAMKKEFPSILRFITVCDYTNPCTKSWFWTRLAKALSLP
# NF-kB expr up: compounds increasing NF-kB expression in human neuronal cells; hit rate 1.6% among 190,000; NF-kB reporter expression; active compounds read high; fold change at 12.5 µM; in the data active = fold change above about 3.3
# G6PDH counter: L. mesenteroides G6PDH inhibition counter-screen. hit rate 0.12% among 200,000. Purified L. mesenteroides G6PDH, diaphorase/resazurin coupled fluorescence, 45 min. inhibition, % at 5 µM; in the data active = inhibition above about 50%
# FLuc inhib CS: counter-screen for luciferase assay inhibitors: firefly luciferase inhibition; P08659; ATPLite firefly luciferase biochemical luminescence, 10 min; inhibition, % at 10 µM; hit rate 1.5% among 200,000;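 active = inhibition above about 50% when tested at 10 µM, limit read from the data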
# APP 5UTR inh: APP translation inhibition; hit rate 0.82% among 190,000; inhibition, % at 2 µM; SH-SY5Y APP 5'UTR-luciferase reporter, luminescence;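 active = inhibition above a set limit, derived from the sample mean plus 3 SD, cut at about 45% in these data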; note: values of inactives mirror those of a sister screen read the other way
# STAT1 act: activators of IFN-gamma induced STAT1 signaling; NIH 3T3 STAT1-luciferase reporter, luminescence; 100% = IFN-gamma alone, no compound; activation (% of control), % at 5.5 µM; hit rate 2.6% among 200,000; AID 932;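 active = activation above the screen-wide mean activation plus 3 SD, cut at about 130% in these data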;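 note: raw ratio to IFN-gamma control signal so 100% means no change and 0% no light; values of inactives mirror those of a sister screen read the other way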
# Diaphorase inh: inhibits diaphorase or chemically oxidizes, flagging diaphorase assay artifacts; diaphorase resazurin-to-resorufin fluorescence, NADH, 16 min; bacterial (C. kluyveri) enzyme, not human; inhibition, % at 20 µM; hit rate 0.69% among 190,000;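 active = primary screen inhibition at 20 µM above a set limit, cut at about 50% in these data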;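 note: plate controls were DMSO with full reaction for no effect and wells lacking NADH for full effect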
#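 Test system: diaphorase enzyme from Clostridium kluyveri; amount: diaphorase at 0.14 U/mL in enzyme working solution; detection: fluorescence of resorufin formed from resazurin, Ex 544/Em 590 nm; times: reaction incubation of 16 min at room temperature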
# * = called active by the depositor; . = no result given. An excerpt, so the mix of outcomes need not match the whole.
SMILES,Diaphorase act,APP 5'UTR act,FLuc stim CS,TLR4-MyD88 BLA,NF-kB expr up,G6PDH counter,FLuc inhib CS,APP 5UTR inh,STAT1 act,Diaphorase inh
CCN(CC)CCN=Cc1c(O)n(CCC2=CCCCC2)c(=O)[nH]c1=O,0.9,-11,1,-2,1,1,-2,11,102,12
CCC(=NCCCn1ccnc1)c1c(O)n(Cc2ccccc2)c(=O)[nH]c1=O,1,-4,1,-5,0.82,6,-1,4,100,5
CCCCCCC(N)CC(=O)O (configuration not stated),1,9,1.1,8,1.3,2,-8,-9,96,4
COc1ccc(NC(=O)CN2C3CCC2CC(O)(c2cccnc2)C3)cc1OC (configuration not stated),1,7,1,3,0.88,-4,-1,-7,96,3
CN[C@H](C)[C@H](O)c1ccccc1,1.1,-13,1,.,.,6,1,13,.,-11
CCN(CC)CCCN=Cc1c(O)n(CCc2ccc(OC)c(OC)c2)c(=O)[nH]c1=O,1,-12,1.1,-4,1.1,11,-7,12,103,-1
CN1C(=O)CN=C(c2ccc(Cl)cc2)c2cc(Cl)ccc21,1,-6,1,-2,1.2,12,-2,6,101,-2
COc1ccc(CN2C(=O)NC(=O)/C(=C\c3cccc(OC)c3OC)C2=O)cc1,0.9,-9,1.1,-3,1.1,10,-10,9,100,14
CCOC(=O)c1cc(CC)sc1/N=C/C1C(=O)NC(=S)NC1=O,0.9,2,1,-1,0.87,6,-4,-2,105,13
O=S1(=O)CC2(N3CCOCC3)CCCCCCC21 (configuration not stated),1,15,1,-2,1.1,6,-3,-16,111,-2
N=C1c2ccccc2CN1CC(=O)c1ccccc1,0.9,143*,1,-1,7.8*,-13,3,-143,182*,8
CCc1ccccc1NC(=O)CNC1CCCCC1,1,-3,1,-2,1.1,6,-3,3,102,4
CC12CN3CC(C)(CN(C1)C3c1cccs1)C2 (configuration not stated),0.9,-9,1.1,9,1.1,4,-11,9,106,8
CC(C)CCC1(CCc2ccncc2)C(=O)NC(=O)NC1=O,1.1,0,1,-5,1.1,9,-4,0,100,-8
CN1CCN(c2c(N)c(=O)oc3ccccc23)CC1,1,18,1,0,1.1,5,-4,-18,98,2
O=C(c1ccc2nc3ccc(Cl)cc3c(=O)n2c1)N1CCC2(CC1)OCCO2,.,7,.,-5,.,.,.,-7,101,.
Fc1ccc2c(c1)nnn2C1CCN(Cc2ccccc2)CC1,1.1,7,1,3,0.95,3,-1,-7,102,-6
Cc1ccc(S(=O)(=O)N2CCC(C(=O)N3CCC4(CC3)OCCO4)CC2)cc1,1.1,-5,1,6,0.75,15,-4,5,96,-7
CC1(C)CN=C(Nc2ccccc2C(F)(F)F)S1,1,5,1,15,1.1,5,-3,-5,93,4
O=C1NC(=O)C(=Cc2ccc(-c3cc(Cl)ccc3[N+](=O)[O-])o2)C(=O)N1,0.7,-26,1,1,1.1,-4,2,26,98,27
O=C1CN=C(c2ccccc2)c2oc3ccc(Br)cc3c2N1,0.9,13,1.1,0,1.2,-1,-6,-14,102,13
Clc1ccccc1C1NCc2ccccc2-n2cccc21 (configuration not stated),1,13,1.1,-9,0.96,8,-5,-14,96,4
Cc1ccnc(-n2c(C)cc(C=C3C(=O)N(C)C(=S)N(C)C3=O)c2C)c1,0.8,-6,1.1,12,1.1,0,-9,6,97,16
COc1ccc(N=C(C)c2c(O)n(C3CCCCC3)c(=O)[nH]c2=O)c(OC)c1,0.9,22,1,-2,0.89,6,-4,-22,107,13
Cc1cc(NC(=O)COC(=O)c2c(C)nn(Cc3ccccc3)c2C)no1,0.9,-2,1,0,0.98,-7,0,2,105,6
Brc1ccc2[nH]cc(/C=N/N3CCCCC3)c2c1,0.8,3,1,-4,0.88,2,-3,-3,106,24
COc1ccccc1N1C(=O)NC(=O)C(CCc2ccncc2)(CCc2ccncc2)C1=O,0.9,0,1.1,3,1.2,-4,-5,0,102,10
Cc1ccccc1-n1c(O)c(/C=N/N2CCOCC2)c(=O)[nH]c1=S,0.8,-10,1,-16,1.3,-2,1,10,105,22
CN(C)C(=O)Oc1cccc(-c2cn3cc(Cl)ccc3n2)c1,0.9,46,0.3,-5,1.1,3,75*,-46,122,10
COc1ccc(S(=O)(=O)NC(CC(=O)N2CCC3(CC2)OCCO3)c2ccco2)cc1 (configuration not stated),0.9,-8,1,0,0.99,24,-4,8,95,7
CCc1nc(N2CCNCC2)c(C#N)c2c1CSC(C)(C)C2,0.9,7,1,0,0.81,3,0,-7,92,10
COCCNCCOc1ccc(C(C)(C)c2ccccc2)cc1,0.9,10,1,2,0.81,12,-1,-10,98,9
CCCCC(=O)N/N=C/c1c(O)n(C2CC2)c(=S)[nH]c1=O,0.6,7,1,-4,0.93,12,-2,-7,106,43
O=c1c2ccccc2nc(-c2ccc(-c3ccccc3)cc2)n1-c1ccncc1,0.6,24,1,4,0.9,-40,4,-24,100,38
CC(=NCCN1CCOCC1)c1c(O)n(Cc2ccccc2)c(=O)[nH]c1=O,1.1,13,1.1,-7,0.97,4,-6,-14,102,-8
CCN1c2nc3ccccn3c(=O)c2CC2(C(=O)N(C)C(=O)N(C)C2=O)C1C (configuration not stated),0.9,0,1,4,1.1,-1,0,0,105,8
COc1ccc(OCC#CCN2CCCCCC2)cc1,0.9,1,0.9,1,0.87,3,5,-1,108,10
O=c1c(/C=N/N2CCOCC2)c(O)n(-c2ccccc2)c(=S)n1-c1ccccc1,1,0,1.1,-9,1.1,9,-6,0,104,0
CC12CN3C(O)C(C)(C1)CC(C)(C2)C3O (configuration not stated),0.9,5,1,-5,1.2,9,-3,-5,100,8
O=C(O)Cn1cc(C(=O)c2ccccc2)c2ccccc21,0.9,14,1.1,-19,1,2,-8,-14,103,11
CCOC(=O)C1=C(N)OC2=C(C(=O)CCC2)C12C(=O)Nc1ccccc12 (configuration not stated),0.9,-14,1,-13,1,10,1,14,99,7
CCOc1cc(/C=C2/C(=O)NC(=O)N(c3ccc(CC)cc3)C2=O)ccc1OC(=O)c1cccs1,0.9,-2,1.1,-6,1.2,-1,-10,2,96,8
CN1CCN(CCOC2c3ccccc3CSc3ccc(Cl)cc32)CC1 (configuration not stated),0.9,0,1.1,-8,0.99,-4,-7,0,104,10
CN(C)C(=O)OCc1n(C)cc[n+]1C,1.1,-2,1,1,1.1,2,4,2,90,-9
CCOP(=O)(C#CC(C)(C)C)C1(O)CCCCC1 (configuration not stated),1,-6,1,-9,1.2,6,-3,6,103,-3

# Exported field by field: part of the list above.
O=c1c2ccccc2nc(-c2ccc(-c3ccccc3)cc2)n1-c1ccncc1
  Diaphorase act: 0.6
  APP 5'UTR act: 24
  FLuc stim CS: 1
  TLR4-MyD88 BLA: 4
  NF-kB expr up: 0.9
  G6PDH counter: -40
  FLuc inhib CS: 4
  APP 5UTR inh: -24
  STAT1 act: 100
  Diaphorase inh: 38
CC(=NCCN1CCOCC1)c1c(O)n(Cc2ccccc2)c(=O)[nH]c1=O
  Diaphorase act: 1.1
  APP 5'UTR act: 13
  FLuc stim CS: 1.1
  TLR4-MyD88 BLA: -7
  NF-kB expr up: 0.97
  G6PDH counter: 4
  FLuc inhib CS: -6
  APP 5UTR inh: -14
  STAT1 act: 102
  Diaphorase inh: -8

# Other entries follow.
SMILES,Diaphorase act,APP 5'UTR act,FLuc stim CS,TLR4-MyD88 BLA,NF-kB expr up,G6PDH counter,FLuc inhib CS,APP 5UTR inh,STAT1 act,Diaphorase inh
COc1ccc(N=C(C)c2c(O)n(C)c(=O)n(C)c2=O)c(OC)c1,1.1,10,0.9,-5,0.92,0,5,-10,104,-6
CCN1CCN(Cc2ccc(C)cc2C)CC1,0.9,0,1.1,15,0.99,3,-6,0,106,14
CN1CSC(=S)N(C)C1,0.9,-8,1.1,3,1.1,1,-8,8,98,13
CC1=CC(=Cc2sc3ccccc3[n+]2C)C=C(C)O1,1.1,11,1.1,1,0.95,5,-8,-11,81,-10
O=C(Cc1ccccc1)N1CCN(C2CCCCCC2)CC1,0.8,-12,1.1,-12,.,7,-7,12,98,20
O=c1[nH]c(=O)n(-c2ccccc2F)c(O)c1C=NCCC1=CCCCC1,0.9,-19,1.1,8,1.4,10,-5,19,102,8
CN(C)[C@@H]1C(=O)C(C(N)=O)=C(O)[C@@]2(O)C(=O)C3=C(O)c4c(O)ccc(Cl)c4[C@@](C)(O)C3C[C@@H]12 (some centres not stated),0.7,37,1.1,0,0.95,35,-6,-37,105,34
CN1CCN(C(=O)COc2ccc(S(=O)(=O)NCc3ccccc3)cc2Cl)CC1,0.9,-2,1,-3,0.9,-10,-4,2,95,14
O=C(COc1ccccc1)N1CCN(CC2CC3C=CC2C3)CC1 (configuration not stated),1,1,1.1,-9,1,-1,-9,-1,103,-3
Cc1cc(C=C2C(=O)N(C)C(=S)N(C)C2=O)c(C)n1-c1cccnc1,0.8,0,1,0,1.2,4,-5,0,100,20
CC(=O)Nc1ccc(OC(=O)c2ccccc2N)cc1,1,20,0.9,9,0.9,-3,7,-20,104,-3
CC(=NCCC1=CCCCC1)c1c(O)n(C)c(=O)n(C)c1=O,0.9,-4,1,-2,1.5,11,0,4,95,12
O=P(Nc1ccccc1)(Nc1ccccc1)Oc1cccc(Cl)c1,0.7,18,1.1,8,0.38,-2,-5,-18,96,26
O=C(C(=O)N1CCC2(CC1)OCCO2)c1c[nH]c2ccccc12,0.9,7,1,-6,1,-5,2,-7,100,7
O=C(Cc1ccccc1)N1CCN(CC2CC3C=CC2C3)CC1 (configuration not stated),1,2,1.1,-3,1,9,-7,-2,102,4
N#Cc1c(Cl)nc(Cl)c2c1CCN(Cc1ccccc1)C2,0.7,-4,1,10,1.2,-1,-4,4,103,35
CCCCn1c(=O)c(C(=O)Nc2nnc(C(C)C)s2)c(O)c2ccccc21,0.8,-2,1.1,-10,1.1,15,-10,2,94,17
CCOc1cc(C=C2C(=O)NC(=O)NC2=O)cc([N+](=O)[O-])c1O,0.9,13,1,0,0.99,15,1,-13,101,7
CCN(CC)c1ccc(CNCCc2ccccc2F)cc1,0.9,1,1,3,1.2,9,-1,-1,95,10
O=c1c(C=NCc2cccs2)c(O)n(C2CCCCC2)c(=O)n1C1CCCCC1,0.8,23,1.1,5,0.96,1,-7,-23,103,15
Clc1ccc(COC(Cn2ccnc2)c2ccc(Cl)cc2Cl)c(Cl)c1 (configuration not stated),1,3,1,6,0.9,18,-1,-3,92,-5
CCN1CCC2(CC1)NC(CO)(CO)CO2,0.9,-2,1.1,-16,1,7,-5,2,103,10
O=C1c2ccccc2C(=O)N1Cc1nc2ccccc2c(=O)n1-c1ccccn1,1,-8,1,4,1.4,-1,-3,8,105,3
CCOC(=O)C1=C(C)OC(N)=C(C(=O)OC)C12C(=O)Nc1ccc(Br)cc12 (configuration not stated),1,0,1,5,1,6,-4,0,93,4
CC(C)C(=O)Nc1ccc(N2CCN(C)CC2)c(F)c1,0.9,-2,1,11,1.6,11,-3,2,100,5

# Results in Diaphorase act and STAT1 act, for two of the compounds above:
molecule	Diaphorase act	STAT1 act
CN1CCN(CCOC2c3ccccc3CSc3ccc(Cl)cc32)CC1 (configuration not stated)	0.9	104
O=c1c2ccccc2nc(-c2ccc(-c3ccccc3)cc2)n1-c1ccncc1	0.6	100

# Screens (PubChem)
